High-throughput results from PubChem BioAssay.
Yfh1-depleted yeast: enhancers of respiration in Yfh1-depleted yeast, dose response, Friedreich's ataxia, plus single-dose screen (AID 1465) | one-dose fold induction at 50 µM; EC50 in µM for titrated hits | S. cerevisiae Yfh1-off respiration, WST-1 reduction, 72 h; higher fold induction means a stronger effect | 0.074% of 220,000 active;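 active = fold induction of absorbance versus untreated yeast above a set limit, then at least 30% activation at any dose in follow-up; inconclusive = repeats straddling the limit, or above it without dose testing; inactive = fold induction below the set limit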;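 note: activators that raise dye reduction in frataxin-depleted yeast; strong numbers were not always called active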
West Nile antiviral: West Nile virus antiviral activity, cell-based, CPE readout (AID 1621). 0.02% of 290,000 active. West Nile virus-infected cells, CPE inhibition; higher % means a stronger effect. CPE inhibition, % at 10 µM; hits with a dose series show IC50 in µM; in the data active = a potency from the dose series; inconclusive = CPE inhibition mostly from about 3.7% at the one dose, without a potency; inactive = the rest, 99 in 100 with CPE inhibition below about 2.2%; note: strong numbers were not always called active
SV40 large T antigen: SV40 large T antigen inhibitors, biochemical (AID 1903); SV40 large T antigen ATPase/helicase inhibition assay; higher % means a stronger effect; inhibition, % at 20 µM; hits with a dose series show IC50 in µM; 0.39% of 310,000 active; in the data active = a potency from the dose series; inconclusive = inhibition mostly from about 32% at the one dose, without a potency; inactive = the rest, 99 in 100 with inhibition below about 32%; note: strong numbers were not always called active
Dengue-2 NS5 capping: Dengue-2 NS5 methyltransferase inhibitors, primary screen, biochemical, confirmation dose response (AID 588689). Dengue-2 NS5 methyltransferase capping enzyme assay, biochemical; higher % means a stronger effect. one-dose inhibition, % at 25 µM; IC50 in µM for titrated hits. 0.3% of 340,000 active; in the data active = a potency from the dose series; inconclusive = inhibition above about 29% without an active follow-up result
XIAP displacement: XIAP antagonists, biochemical, IAP family, fluorescence polarization (AID 1018). E3 ubiquitin-protein ligase XIAP (Homo sapiens). XIAP BIR domain, fluorescence polarization peptide displacement; higher % means a stronger effect. one-dose displacement, % at 20 µM; IC50 in µM for titrated hits. 0.007% of 200,000 active; in the data active = displacement above about 50%; note: a part of the inactive calls stands beside numbers as strong as those of hits
WT yeast gro inh: growth inhibition of WT strain, primary screen, mitochondrial fusion inhibitor project, WT and mutant strains, chemical genetic; mitochondrial fusion phenotypic screen; 2.1% of 190,000 active; inhibition, % at 10 µM; AID 1362, 2008; in the data active = inhibition above about 58%; tested in S. cerevisiae
ER stress rescue: rescue of cells from ER stress-induced death, primary screen, 384-well, CSM14.1, thapsigargin, ATP luminescence (AID 1222); CSM14.1 thapsigargin-induced death rescue, ATP luminescence; higher % means a stronger effect; cellular ATP content (survival), % at 20 µM; hits with a dose series show EC50 in µM; 190,000 tested, under 10 active;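 active = EC50 below 50 µM in the dose-response confirmation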;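 note: death triggered by thapsigargin at about 15 µM added after 2 h compound pretreatment; cell ATP read after overnight thapsigargin exposure of roughly 18 to 22 hours; normalized against plate controls of thapsigargin alone and 5% DMSO vehicle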
RSV CPE inhibition: RSV antiviral activity via CPE protection, HEp-2 cells, primary 10 µM value included (AID 2391). CPE inhibition, % at 10 µM; hits with a dose series show IC50 in µM. 0.13% of 310,000 active. HEp-2 cells, RSV-induced CPE inhibition; higher % means a stronger effect; in the data active = a potency from the dose series; inconclusive = CPE inhibition mostly from about 23% at the one dose, without a potency; inactive = the rest, 99 in 100 with CPE inhibition below about 21%; note: strong numbers were not always called active
K1F lysis inhibition: inhibition of K1F phage lysis, E. coli UTI89, bacterial capsule biogenesis inhibitors, alamar blue (AID 488966). one-dose inhibition, % at 100 µM; IC50 in µM for titrated hits. 0.02% of 340,000 active. E. coli UTI89 K1F phage lysis, alamar blue, 2 h; higher % means a stronger effect;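 active = phage lysis inhibition, versus mean bacterial control, above a set limit; inconclusive = no clear call, values can overlap the other calls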;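 note: capsule biogenesis inhibitors block K1F phage lysis so surviving cells raise fluorescence; higher fluorescence means more inhibition of phage lysis; actives were called in the ten point dose series up to 300 µM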
WT yeast gro inh mutant strain: further read-out of WT yeast gro inh, marked with its call; inhibition, %; mitochondrial fusion phenotypic screen, mutant strain inhibition
Dengue-2 NS5 capping pilot replicate: second read-out of Dengue-2 NS5 capping, no call of its own (marks repeat the call); inhibition, %; measured here: pilot screen replicate inhibition
An asterisk follows results filed as active; i = inactive; ? = inconclusive; / = no result given; [ ] = remark or other dose.

A first look, 3 compounds:
SMILES	Yfh1-depleted yeast	West Nile antiviral	SV40 large T antigen	Dengue-2 NS5 capping	XIAP displacement	WT yeast gro inh	WT yeast gro inh mutant strain	ER stress rescue	RSV CPE inhibition	K1F lysis inhibition	others
COc1cc2ccccc2cc1C(=O)N(CCN(C)C)c1nc2ccc(Br)cc2s1	/	0.1%	12%	0%	/	/	/	/	-3.3%	0.5%
CC1CC(C)CN(C(=O)/C(=C\c2ccccc2)c2ccccc2)C1 (stereo not drawn)	i	-2.3%	20%	0%	-8.6%	10	20	-1.8%	4.0%	2.1%
Cn1c(SCCN2CCCC2)nnc1C1CCN(S(=O)(=O)c2ccc(F)cc2)CC1	/	0.1%	7%	-2%	/	/	/	/	1.1%	-0.1%

The whole of this part, repeating the preview:
SMILES	Yfh1-depleted yeast	West Nile antiviral	SV40 large T antigen	Dengue-2 NS5 capping	XIAP displacement	WT yeast gro inh	WT yeast gro inh mutant strain	ER stress rescue	RSV CPE inhibition	K1F lysis inhibition	others
COc1cc2ccccc2cc1C(=O)N(CCN(C)C)c1nc2ccc(Br)cc2s1	/	0.1%	12%	0%	/	/	/	/	-3.3%	0.5%
CC1CC(C)CN(C(=O)/C(=C\c2ccccc2)c2ccccc2)C1 (stereo not drawn)	i	-2.3%	20%	0%	-8.6%	10	20	-1.8%	4.0%	2.1%
Cn1c(SCCN2CCCC2)nnc1C1CCN(S(=O)(=O)c2ccc(F)cc2)CC1	/	0.1%	7%	-2%	/	/	/	/	1.1%	-0.1%
C=CCn1c(N)c(C(=O)NCc2ccco2)sc1=S	i	0.1%	7%	-3%	-2.4%	-7	-19	-0.3%	0.1%	2.2%
COc1cccc(CN(Cc2ccco2)S(=O)(=O)c2ccc(S(=O)(=O)NCc3ccccc3)cc2)c1OC	i	-0.3%	7%	-10%	-3.4%	8	6	-1.4%	0.9%	-1.8%
CCOC(=O)C1=C(C)NC(C)=C(C(=O)OCC)C1/C=C/c1ccccc1	i	2.2%	3%	-2%	-1.7%	18	17	0.8%	-0.4%	5.2%
COc1nccnc1NS(=O)(=O)c1ccc(NC(=O)c2ccc(F)cc2)cc1	/	-0.2%	5%	-16%	/	/	/	/	1.9%	0.1%
CCOC(=O)[C@@H]1[C@H]2COc3ccccc3[C@@H]2N2C(=O)N(c3ccc(F)cc3)C(=O)[C@@]12C	/	-1.1%	-16%	-2%	/	/	/	/	-1.5%	0.7%
O=C(O)c1cccnc1C(=O)N1CCc2c([nH]c3ccccc23)C1C(F)(F)F (stereo not drawn)	i	0.2%	0%	/	/	/	/	/	1.4%	/
O=C(NNC(=O)c1ccc[nH]1)Nc1cccc(C(F)(F)F)c1	i	-0.7%	4%	10%	/	/	/	/	1.7%	0.1%
C/C(=N/NC(=O)c1ccc(C)s1)c1cccc(NC(=O)COc2ccc(Cl)cc2C)c1	i	0.2%	4%	-2%	-2.7%	10	-6	-1.1%	5.5%	0.3%
CCOC(=O)N1CCN(C(=O)c2cc3cc(C)ccc3[nH]2)CC1	/	-0.6%	4%	-1%	/	/	/	/	0.7%	0.4%
O=C(N/N=C/c1ccncc1)c1ccccc1OCc1ccc(Br)cc1	i	-1.6%	-5%	2%	-1.0%	9	-15	7.7%	4.4%	0.1%
CCOc1ccc(NC(=O)c2cc(S(=O)(=O)N3CCOCC3)cs2)cc1	/	-0.6%	7%	-8%	/	/	/	/	3.0%	2.6%[50 µM]
O=C(NCC1COc2ccccc2O1)c1cccc(S(=O)(=O)NCc2ccccc2)c1 (stereo not drawn)	/	/	10%	-9%	/	/	/	/	?	0.2%[50 µM]
CCCSc1sc(C(=O)OC)c(-c2cccs2)c1C#N	i	-0.2%	7%	/	/	/	/	/	1.7%	/
COc1ccc(Cc2nnc(NC(=O)c3ccc(F)cc3)s2)cc1OC	/	-0.5%	-1%	-1%	/	/	/	/	0.1%	-0.9%
O=C(COc1ccc(F)cc1)c1c(O)cc(O)cc1O	i	0.5%	23%	-3%	/	/	/	/	1.1%	-0.6%[50 µM]
Cc1cccc(NC(=O)c2c(-c3ccccc3)noc2C)n1	i	-0.2%	12%	-2%	-3.0%	-11	-13	0.0%	-0.3%	0.1%
Cc1onc(-c2c(F)cccc2Cl)c1C(=O)NC1CCCCCC1	/	-1.7%	6%	2%	/	/	/	/	1.2%	-0.1%
O=C(CSc1nnc(-c2ccccc2)n1Cc1ccco1)Nc1ccc2c(c1)OCCO2	i	0.1%	12%	-9%	-2.8%	21	14	1.7%	1.0%	-0.2%	Dengue-2 NS5 capping pilot replicate=-14
CC1=C(C(=O)OCc2ccccc2)C(c2ccsc2)NC(=O)N1C (stereo not drawn)	i	-1.1%	7%	0%	-4.5%	12	15	0.3%	8.7%	0.3%
CCOc1ccccc1NC(=O)NC(=O)N(C)S(C)(=O)=O	i	-0.9%	8%	6%	-4.9%	8	3	-1.5%	19%	0.1%
COc1ccc2c(c1)CCc1cn3nc(C)cc3nc1-2	i	0.0%	3%	11%	1.1%	12	16	3.0%	7.8%	0.1%
NC(=O)c1ccccc1N(Cc1ccccc1)S(=O)(=O)c1ccccc1	i	-0.3%	7%	-3%	-2.3%	-1	17	-1.0%	1.6%	0.4%
COc1cc(C(CCN2CCCC2)c2c(OC)cc(OC)c3c(C)cc(=O)oc23)cc(OC)c1OC (stereo not drawn)	i	-0.3%	16%	-6%	/	/	/	/	0.3%	1.1%
Cc1ccc(C)c2c1cc(C)c1nnc(SCc3ccccn3)n12	i	0.4%	3%	-1%	-0.4%	-88	-14	-1.7%	0.0%	0.5%	Dengue-2 NS5 capping pilot replicate=-5.2
CC(=O)NCC(=O)NC(C(=O)Nc1ccc2c(c1)OCCO2)c1ccccc1 (stereo not drawn)	i	0.7%	1%	-5%	-1.7%	-16	-22	-2.7%	1.2%	-1.3%
CCOC(=O)c1nn(-c2ccccc2F)c2nc(-c3ccco3)c(C#N)c(=O)n12	i	-0.9%	-9%	-1%	-2.6%	-12	-26	-1.6%	0.2%	1.2%[50 µM]
CCc1ccccc1NC(=O)COc1ccc2c(=O)c(Oc3cc(C)ccc3C)coc2c1	i	-0.7%	8%	1%	-10%	-11	-10	0.7%	4.4%	0.4%
COc1ccc(Br)cc1C(=O)N/N=C/c1cccnc1	/	-0.5%	25%	-9%	/	/	/	/	1.2%	0.2%
CCN(CC)S(=O)(=O)c1ccc(NC(=O)[C@@H](NC(=O)c2cc(OC)cc(OC)c2)C(C)C)cc1	i	-1.4%	7%	-6%	1.3%	7	20	-2.2%	0.8%	-1.5%
CC(C)Cn1c(SCC(=O)N2CC(=O)Nc3ccccc32)nc2ccccc21	i	-0.5%	3%	-1%	-2.6%	3	-16	2.1%	3.0%	1.2%[50 µM]
CCC(=O)NNc1ncnc2c1cnn2C	i	0.0%	3%	-5%	0.6%	6	16	-0.2%	1.0%	0.5%
CCn1ncc(Cl)c1C(=O)Nc1ccncc1	i	-0.3%	1%	-1%	-4.1%	-12	-18	5.0%	1.4%	0.4%
CCNC(=O)NC(=O)CSc1ccccc1F	i	-0.5%	13%	-4%	-1.4%	11	-2	0.1%	2.5%	0.2%
Cc1ccc(C(=O)NC2CC3CCCC(C2)N3C(=S)NCc2ccco2)cc1 (stereo not drawn)	i	-0.4%	8%	-16%	-4.6%	-2	-10	6.4%	-0.1%	-1.7%
CC(C)Oc1ccccc1-c1cc(C(=O)N/N=C/c2cccnc2)c2ccccc2n1	/	-0.2%	22%	-1%	/	/	/	/	8.1%	-0.2%
CCOc1ccc(C(=O)NC(=S)NCc2cccnc2)cc1	i	-1.2%	5%	1%	-3.9%	5	-10	4.1%	-0.9%	5.0%
O=C(O)c1ccc(COc2cccc(CO)c2)cc1	i	0.0%	2%	-2%	-5.4%	24	19	0.0%	-0.1%	0.3%
C[C@H]1[C@H](c2ccccc2)C[C@@H](C(=O)O)C1(C)C	/	/	11%	-9%	/	/	/	/	1.2%	1.8%
O=C(CCCN1C(=O)c2ccccc2C1=O)NCCC1=CCCCC1	i	0.3%	0%	-7%	-13%	0	7	-3.4%	0.5%	-1.0%
CC(C)c1ccc(C(=O)NCCCN2CCOCC2)cc1	/	-0.6%	10%	-3%	/	/	/	/	0.7%	-0.6%[50 µM]
Cc1cccc(NC(=O)c2cccc(S(=O)(=O)N3CCCCC3)c2)c1	/	-0.6%	2%	3%	/	/	/	/	17%	0.3%
CC(Nc1cccc(F)c1)C(=O)Nc1ccc(S(N)(=O)=O)cc1 (stereo not drawn)	i	0.1%	-2%	-6%	-3.0%	5	6	1.2%	0.9%	-0.4%
O=C(CCN=C1NS(=O)(=O)c2ccccc21)OCC(=O)c1ccccc1Cl	/	/	15%	-9%	/	/	/	/	-1.5%	2.1%[50 µM]
CCC1=C(OC(=O)N(CC)CC)N2C(=O)OC(=NCCc3c[nH]c4ccccc34)[C@]2(C)[C@H]2C1=CC[C@H]1C(=O)N(C)C(=O)[C@H]12	i	-0.3%	4%	-3%	/	/	/	/	-1.0%	0.5%
O=C(c1ccc(Cl)s1)N1CCN(c2nc3ccccc3s2)CC1	i	0.1%	2%	-3%	-16%	18	6	-0.7%	-0.5%	3.7%
CC1CN(C2CCCCC2)c2nc3c(c(=O)[nH]c(=O)n3C)n2C1 (stereo not drawn)	i	0.0%	0%	-4%	-4.2%	-1	6	-0.8%	0.6%	0.1%
COc1ccc(N(CC(=O)Nc2ccccc2Cl)S(=O)(=O)c2ccc(C)cc2)cc1OC	/	-1.4%	9%	-3%	/	/	/	/	4.2%	-1.7%
C=CCOc1ccc(/C=C2/C(=O)ON=C2C)cc1OC	/	0.1%	24%	28%	/	/	/	/	-0.1%	0.2%
CCOC(=O)c1ccc(NC(=O)c2cnccn2)cc1	i	0.4%	0%	-4%	-3.6%	5	10	1.4%	/	0.5%
COc1ccccc1N1C(=O)C2C(c3ccccc3F)NN(C(=O)c3ccc(C)cc3)C2C1=O (stereo not drawn)	/	/	2%	4%	-8.9%	-10	4	-4.3%	1.4%	-2.4%
C/C(=N\NC(=O)c1cc(-c2cccnc2)nc2ccccc12)c1ccccc1O	i	-0.4%	16%	-4%	-5.2%	5	-14	-2.4%	-1.1%	-0.4%
O=C(COC(=O)c1cc(-c2ccccc2)nc2ccccc12)NCC1CCCO1 (stereo not drawn)	i	0.8%	-3%	2%	-5.0%	19	-5	1.3%	5.5%	2.9%
O=C(CN1C(=O)/C(=C/c2ccccc2)SC1=S)NC1C=CS(=O)(=O)C1 (stereo not drawn)	/	0.1%	11%	-5%	/	/	/	/	0.3%	0.6%
